# Screening data as filed in PubChem BioAssay.
# DNMT1 block: human DNMT1 methyltransferase inhibitors, primary screen, biochemical, molecular beacon, fluorescence, HinP1I cleavage, uHTS; DNA (cytosine-5)-methyltransferase 1 (Homo sapiens), P26358; 0.83% of 360,000 active; inhibition (reported as % activation of signal), % at 10 µM; AID 588458, 2011; in the data active = inhibition above about 50%
# Rpn11 block: Rpn11 (PSMD14) deubiquitinase inhibitors, primary screen, biochemical, fluorescence polarization, uHTS; 26S proteasome non-ATPase regulatory subunit 14 (Homo sapiens), O00487; human 26S proteasome, Ub4-pepOG fluorescence polarization; 20S core pre-blocked with epoxomicin; 0.59% of 360,000 active; calls only at 20 µM;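 active = inhibition at 20 µM, scaled to each plate's controls, above about 33%, limit read from the data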
# LMPTP inh: LMPTP phosphatase inhibitors, primary screen, biochemical, fluorescence intensity, uHTS; Low molecular weight phosphotyrosine protein phosphatase (Homo sapiens), P24666; recombinant LMPTP-A, OMFP fluorogenic substrate; inhibition, % at 20 µM; 0.22% of 360,000 active; AID 651560, 2012;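 active = compounds that cut the enzyme signal by at least half of the control window in the single-dose screen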;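 note: plate controls were DMSO wells with enzyme plus substrate for no effect and substrate without enzyme for full effect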
# Target sequence (P24666 whole entry, looked up): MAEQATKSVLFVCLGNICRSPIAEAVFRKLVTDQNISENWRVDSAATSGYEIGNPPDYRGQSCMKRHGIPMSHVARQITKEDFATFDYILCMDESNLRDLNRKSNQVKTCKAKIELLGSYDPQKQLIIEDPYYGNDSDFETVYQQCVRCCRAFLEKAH
#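 Assay system: LMPTP-A, protein tyrosine phosphatase of low molecular weight / Medium: pH 6.0 Bis-Tris buffer with DTT and Triton X-100 / Schedule: 50 min enzyme reaction at room temperature, protected from light / Measured by: endpoint fluorescence intensity from OMFP dephosphorylation / Read-out basis: % inhibition relative to no-enzyme and uninhibited control wells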
# NRP1-CendR mod: modulators of CendR peptide binding to NRP-1, primary screen, biochemical, fluorescence polarization, uHTS | AID 602438, 2012 | FAM-RPARPAR peptide binding to NRP-1 | 0.85% of 360,000 active | inhibition, % at 25 µM | Neuropilin-1 (Homo sapiens), O14786;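 active = inhibition or corrected inhibition above about 18%, plus a signal ratio from 0.5 to 1.5, limit read from the data, passing the limit was not always enough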; note: strong numbers were not always called active
# STEP inh: STEP phosphatase inhibitors, primary screen, biochemical, fluorescence intensity, uHTS | Tyrosine-protein phosphatase non-receptor type 5 (Homo sapiens), P54829 | recombinant STEP, OMFP fluorogenic substrate | inhibition, % at 20 µM | 0.25% of 360,000 active;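 active = inhibition at 20 µM, scaled per plate between control wells, above about 37%, limit read from the data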;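 note: 0% = DMSO with enzyme and substrate and 100% = substrate only without enzyme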
# Target sequence (P54829 whole entry, looked up): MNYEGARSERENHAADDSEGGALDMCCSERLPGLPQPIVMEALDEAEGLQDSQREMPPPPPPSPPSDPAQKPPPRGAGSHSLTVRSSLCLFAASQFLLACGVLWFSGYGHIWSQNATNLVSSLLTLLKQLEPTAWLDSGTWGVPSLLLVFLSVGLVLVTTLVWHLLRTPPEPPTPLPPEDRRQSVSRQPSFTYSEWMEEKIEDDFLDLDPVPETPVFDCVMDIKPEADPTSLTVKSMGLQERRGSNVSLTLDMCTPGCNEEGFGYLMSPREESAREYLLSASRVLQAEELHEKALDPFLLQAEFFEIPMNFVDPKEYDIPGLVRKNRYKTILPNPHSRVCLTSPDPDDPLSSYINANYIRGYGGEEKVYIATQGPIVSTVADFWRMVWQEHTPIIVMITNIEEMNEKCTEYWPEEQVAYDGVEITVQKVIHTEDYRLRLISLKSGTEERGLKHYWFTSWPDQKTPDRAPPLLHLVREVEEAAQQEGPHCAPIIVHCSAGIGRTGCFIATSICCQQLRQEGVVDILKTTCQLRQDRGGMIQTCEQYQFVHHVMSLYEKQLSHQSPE
#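 System: STEP (striatal-enriched tyrosine phosphatase) enzyme, cell-free; medium: Bis-Tris pH 6.0 buffer with DTT, detergent; dosing: 20 µM, 1% DMSO; times: reaction 20 min, ambient temperature; detection: fluorescence, 480/540 nm; read-out basis: normalized % inhibition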
# Scp1 inh: Scp-1 phosphatase inhibitors, primary screen, biochemical, colorimetric, uHTS; Recombinant Scp1, phosphopeptide, malachite green phosphate absorbance; 0.88% of 340,000 active; inhibition, % at 20 µM; Carboxy-terminal domain RNA polymerase II polypeptide A small phosphatase 1 (Homo …; AID 493091, 2011;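 active = inhibition above about 50% at 20 µM, limit read from the data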;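 note: plate controls were DMSO wells with enzyme for no effect and wells lacking enzyme for full effect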
# Target sequence (Q9GZU7 76-261 limits assumed): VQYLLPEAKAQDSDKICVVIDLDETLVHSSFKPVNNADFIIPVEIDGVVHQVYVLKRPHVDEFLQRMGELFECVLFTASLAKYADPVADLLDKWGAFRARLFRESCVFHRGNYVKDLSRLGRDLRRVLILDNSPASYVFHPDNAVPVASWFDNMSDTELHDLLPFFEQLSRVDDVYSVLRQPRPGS
#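 System: truncated SCP-1 phosphatase (76-261aa); medium: Tris acetate buffer pH 5.5 with MgCl2 and Tween-20; incubation: 45 min room-temperature reaction, 5 min colour, 30 min stabiliser; compound: single 20 µM dose, 1% DMSO; reagent: Phosphorylated 17-residue peptide substrate; read-out: % inhibition at 20 µM; technique: colorimetric free-phosphate detection, absorbance 630 nm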
# MT1-MMP act inh: blockers of MT1-MMP proenzyme processing, primary screen, HT1080 RFP-PRO-GFP cells, GFP/RFP fluorescence | 0.061% of 360,000 active | AID 651647, 2012 | Matrix metalloproteinase-14 (Homo sapiens), P50281 | GFP/RFP ratio change, % at 20 µM | GFP/RFP ratio fluorescence, overnight; percent of plate control window, DMSO zero;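 active = GFP/RFP ratio change of at least 30% with cell ATP level not reduced by more than half and red fluorescence within 50% of control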; note: strong numbers were not always called active
#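 Assay system: HT1080 cells carrying an RFP-PRO-GFP reporter | Dosing: Single dose of 20 µM compound, 1% DMSO final | Incubation: Cells overnight before dosing, compound overnight, 37 °C, 5% CO2 | Evaluation: GFP/RFP fluorescence ratio | Control set: DMSO and RFP-L50D-GFP cell wells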
# SUMO1-SIM PPI: modulators of SUMO1 protein-protein interactions, primary screen, biochemical, uHTS; Small ubiquitin-related modifier 1 (Homo sapiens), P63165; SUMO1 binding to a labelled peptide, TR-FRET, 1 h; inhibition, % at 20 µM; 0.33% of 360,000 active; in the data active = inhibition above about 37%
# Target sequence (P63165 whole entry, looked up): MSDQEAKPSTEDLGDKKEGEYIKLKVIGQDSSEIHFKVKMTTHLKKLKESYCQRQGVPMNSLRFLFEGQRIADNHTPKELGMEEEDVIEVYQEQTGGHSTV
# NadD block: inhibitors of S. aureus NadD, primary screen, biochemical, colorimetric, uHTS; Nicotinate-nucleotide adenylyltransferase NadD (Staphylococcus aureus N315); purified NadD enzyme, colorimetric absorbance read-out; inhibition, % at 20 µM; 0.78% of 360,000 active; AID 602399, 2012; in the data active = inhibition above about 26%; note: some compounds past the cut are filed as inactive
# SKN-1 block: suppressors of acrylamide-induced Pgst-4::GFP reporter in worms, primary screen, SKN-1 inhibitor project, whole organism, uHTS, GFP/RFP fluorescence ratio, strain VP596 | C. elegans VP596 Pgst-4::GFP/RFP ratio, 24 h | inhibition, % at 21.8 µM | 0.49% of 360,000 active;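 active = interference check ratio from 0.5 to 1.5 plus GFP to RFP signal ratio inhibition reaching or exceeding a fixed threshold, cut at about 30% in these data, passing the limit was not always enough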; note: some compounds called inactive have numbers as strong as hits
# Active calls of the source: *; i = inactive; / = not tested or not shown.
SMILES,DNMT1 block,Rpn11 block,LMPTP inh,NRP1-CendR mod,STEP inh,Scp1 inh,MT1-MMP act inh,SUMO1-SIM PPI,NadD block,SKN-1 block
CCCCn1c(N)c(N(CCOC)C(=O)c2c(CC)noc2C)c(=O)[nH]c1=O,9.6,i,-0.4,4.2,1.4,-8.6,-0.6,-4.1,1.4,0.8
Cc1nnc(SCC2=C(C(=O)O)N3C(=O)C(NC(=O)C(C)n4nc(C(F)(F)F)cc4C)C3SC2)s1 (stereo not given),10.6,i,0.4,-14.7,2.7,46.8,-4.6,4.0,-7.1,12.5
COc1ccc(CC(=O)NC(C)c2ccc(Cl)c(Cl)c2)cc1S(=O)(=O)N1CCOCC1 (stereo not given),-6.3,i,-8.9,-5.2,-3.8,-4.6,-1.5,-9.6,0.4,-0.5
Cc1ccccc1-c1nc(-c2ccccn2)no1,2.3,i,-0.3,0.8,-1.6,-4.2,0.8,-2.8,-8.1,12.5
CCOc1ccccc1NC(=O)N1CCCC(c2nc3c(nnn3Cc3ccc(C)cc3)c(=O)[nH]2)C1 (stereo not given),-10.1,i,1.4,5.7,-1.8,-5.6,3.3,-1.8,7.1,-3.6
COCCN(C(=O)Cn1nnc2ccccc21)C(C(=O)NC1CCCC1)c1cc(OC)ccc1OC (stereo not given),9.5,i,-1.0,2.7,1.5,-4.2,4.7,0.7,0.9,-6.0
CCOC(=O)c1c(NC(=O)c2ccco2)sc2c1CCCCC2,2.3,i,4.7,-10.6,0.4,-8.0,-5.3,2.3,2.7,17.3
COc1ccc(C(=O)C[n+]2ccc(N)c(C)c2C)cc1,2.4,i,0.6,4.6,0.2,15.0,2.2,-2.3,-2.4,7.2
CCOC(=O)C(NC(=O)c1ccccc1F)(Nc1cc(C)on1)C(F)(F)F (stereo not given),-1.8,i,-0.2,3.7,0.0,-6.7,2.0,1.2,-4.1,-9.6
N#C/C(=C\c1ccc(F)cc1F)S(=O)(=O)c1ccccn1,3.8,i,-1.7,-8.2,-0.6,-8.9,-6.9,-2.9,2.0,-2.6
O=C(NCCCN1CCOCC1)c1ccc2c(c1)N(Cc1ccccc1)C(=O)c1ccccc1S2=O (stereo not given),0.2,i,1.2,6.3,-1.5,1.8,-2.3,-10.1,-7.8,-7.0
COc1ccc(OC)c(NC(=O)NC2(C(F)(F)F)Oc3ccccc3O2)c1,26.0,i,0.8,3.3,-0.6,-10.2,2.2,2.7,-0.5,5.4
COc1ccc(/C=N\NS(=O)(=O)c2ccc(Cl)cc2)cc1COc1ccccc1[N+](=O)[O-],-8.9,i,3.1,24.4*,-3.1,-16.6,-9.8,-3.1,25.3,-9.7
COc1ccccc1NC(=O)CC12CC3CC(CC(Br)(C3)C1)C2,0.2,i,0.5,-0.4,-2.9,-4.7,3.1,4.8,-10.7,-14.9
CCOc1cc(CN2CCCC(C(=O)c3cccc(C(F)(F)F)c3)C2)ccc1O (stereo not given),11.1,i,2.2,-19.1,-0.5,-4.1,-1.2,2.1,-3.2,-7.8

# Exported as tab-separated lines: part of the list above
compound	DNMT1 block	Rpn11 block	LMPTP inh	NRP1-CendR mod	STEP inh	Scp1 inh	MT1-MMP act inh	SUMO1-SIM PPI	NadD block	SKN-1 block
COc1ccc(C(=O)C[n+]2ccc(N)c(C)c2C)cc1	2.4	i	0.6	4.6	0.2	15.0	2.2	-2.3	-2.4	7.2
CCOC(=O)C(NC(=O)c1ccccc1F)(Nc1cc(C)on1)C(F)(F)F (stereo not given)	-1.8	i	-0.2	3.7	0.0	-6.7	2.0	1.2	-4.1	-9.6
N#C/C(=C\c1ccc(F)cc1F)S(=O)(=O)c1ccccn1	3.8	i	-1.7	-8.2	-0.6	-8.9	-6.9	-2.9	2.0	-2.6

# (list continues)
SMILES,DNMT1 block,Rpn11 block,LMPTP inh,NRP1-CendR mod,STEP inh,Scp1 inh,MT1-MMP act inh,SUMO1-SIM PPI,NadD block,SKN-1 block
O=C(c1cc2ccccc2o1)N1CCCCCC1,-1.4,i,0.0,-6.8,-1.0,-4.8,1.4,0.8,0.2,1.8
O=S(=O)(NC1CCCC1)c1ccccc1Br,0.8,i,-1.4,4.5,0.8,-3.5,12.1,-3.7,-1.4,9.6
CCN(C(=O)COC(=O)c1cnc(C)cn1)C1CCS(=O)(=O)C1 (stereo not given),7.4,i,-1.8,6.7,-2.3,3.4,0.6,1.6,-3.4,6.2
COC(C(=O)NNS(=O)(=O)c1ccc([N+](=O)[O-])cc1)c1ccccc1 (stereo not given),2.5,i,-1.8,2.7,-1.3,1.4,0.0,-26.2,2.0,10.2
Cn1c(NCc2ccccc2)cc(=O)n(C)c1=O,-0.9,i,-0.3,-9.8,-0.3,5.5,-7.5,0.4,2.9,21.8
COc1ccccc1NC(=O)COc1cccc(-n2cnnn2)c1,5.2,i,0.6,5.9,-4.1,2.3,2.1,4.7,-2.4,-41.8
COc1c(Cl)cc(Cl)cc1C(=O)Nc1ccc(NC(C)=O)cc1,-1.4,i,-0.1,-9.6,2.0,-1.4,-0.5,4.5,-3.9,-6.4
Cc1cc(C)c2c(CC(=O)Nc3ccc(Cl)cn3)coc2c1,-3.8,i,0.1,-0.5,-2.0,-4.1,0.6,-1.7,-2.9,21.1
COc1ccc(/C=C(/NC(=O)c2ccco2)C(=O)NCCc2ccccc2)cc1,0.7,i,-1.0,2.4,-1.3,1.0,-1.4,1.0,-3.9,0.6
CCOc1ccc(C(=O)CN2C(=O)NC3(CCCCCC3)C2=O)cc1,-4.4,i,0.4,-25.1,0.3,-4.9,4.4,2.0,-5.2,5.8
Cc1ccc(NC(=O)CCNS(=O)(=O)c2cc(Br)cnc2N)cc1Cl,-0.9,i,0.9,-7.3,0.2,0.6,6.6,1.8,-6.8,-17.6
CO/N=C/NC(=O)c1cn(-c2ccc(F)cc2)c(=O)c2ccccc12,-2.3,i,0.1,-2.0,-2.1,6.7,1.9,-0.3,1.7,-19.5
CCCC(=O)N1CCCC1(C)C(=O)NCc1ccc(SC)cc1 (stereo not given),1.8,i,-0.9,-1.7,-1.0,/,-0.8,1.3,-1.2,7.0
Cc1cc(NC(=O)c2ocnc2C)no1,1.5,i,0.7,-5.9,-1.1,-4.1,-2.8,-1.3,0.9,0.0
Cc1ccccc1OCC(O)Cn1c(N2CCN(c3ccccc3)CC2)nc2c1c(=O)[nH]c(=O)n2C (stereo not given),-4.3,i,-0.5,-4.2,-1.2,-2.7,4.0,-7.9,10.0,1.2
Cc1ccc(S(=O)(=O)N2CCC(C(=O)NCCCN3CCCCCC3)CC2)cc1,6.7,i,1.0,8.8,2.3,-6.5,-3.6,2.5,3.0,11.6
CC(C)(C)c1ccc(Oc2coc3cc(OCC(=O)O)ccc3c2=O)cc1,2.2,i,-0.4,-9.3,0.0,-6.0,3.7,-0.3,-5.1,4.7
CN(CCc1ccccc1)C(=O)c1ccc(NC(=O)Cc2cccc(NC(=O)C3CCN(C(=O)c4ccccc4)CC3)c2)cc1,-11.4,i,0.3,10.0,1.3,-12.4,-2.8,-1.8,6.3,5.3
O=C(Nc1cccnc1)c1noc2c1CCCC2,-0.3,i,-0.9,6.2,0.4,-8.4,-2.6,-1.4,-11.0,19.1
CN(C)c1ccc(CNCCC2(O)CCOC(C)(C)C2)cc1 (stereo not given),5.1,i,-2.9,-4.8,0.4,-1.3,1.4,-2.8,-0.1,25.8
O=S(=O)(Nc1cc(S(=O)(=O)N2CCOCC2)ccc1O)c1ccc2c(c1)OCCCO2,-0.9,i,5.1,-5.5,3.4,3.6,-1.4,3.4,5.5,9.6
CCOc1ccc(C(C(=O)NCC2CCCO2)N(Cc2ccccc2)C(=O)c2snc(C(N)=O)c2N)cc1 (stereo not given),1.7,i,2.2,-1.7,1.5,-8.1,-3.1,-16.9,0.5,-2.9
Cc1ccc2nc(/C(C#N)=C\c3ccc(N4CCCCC4)c([N+](=O)[O-])c3)[nH]c2c1,49.5,i,2.3,1.4,10.5,108.5*,-1.8,-11.8,39.2*,6.7
O=C(Cc1ccc(NC(=O)C2CCCN(C(=O)C3CCCCC3)C2)cc1)Nc1ccc(C(=O)N2CCOCC2)cc1 (stereo not given),0.1,i,0.6,-3.4,2.1,-8.3,-0.3,-2.5,2.1,2.8
COc1ccc(NC(=O)c2sc3nc(C)nc(N4CCN(c5ccccn5)CC4)c3c2C)cc1Cl,-10.1,i,4.5,-2.0,0.0,6.8,3.3,-80.4,20.4,-1.6
O=C(O)CCCC(=O)Nc1ccc(N2CCCC2)cc1,-7.9,i,1.2,-26.4,2.0,10.6,1.2,28.9,5.5,-0.5
COc1ccc(NC(=O)CN(C)C(=O)c2cc(C3CC3)nn2-c2ccccc2)cc1,61.4*,i,1.2,-7.2,-5.3,-5.7,-4.9,-1.9,0.4,2.7
Cc1cc2ccccc2c(=O)n1CC(=O)NCC(=O)N1CCCC(C)C1 (stereo not given),-0.1,i,1.2,6.5,-1.1,-3.4,-7.2,-4.1,-0.7,-0.8
CC1CCc2[nH]c3ccc(C(=O)NCCCOC(C)C)cc3c2C1 (stereo not given),-7.5,i,0.9,34.8*,6.5,-3.5,2.5,8.5,3.7,-0.4
COc1ccc(OC)c(NS(=O)(=O)c2ccc3c(c2)n(C)c(=O)n3C)c1,-7.0,i,0.3,5.8,3.6,0.5,-4.3,-0.4,-1.5,5.2
CC(=O)c1cnc2c(-c3ccccc3)c(-c3ccccc3)nn2c1C,2.2,i,2.4,5.3,0.5,5.2,0.3,-3.1,-11.5,15.5
O=c1[nH]n(-c2ccccn2)c(=O)c2ccccc12,1.0,i,-0.1,-4.1,-4.0,-11.3,-0.5,-3.4,2.7,0.7
